p53ts 32C kill: kills p53ts cells at the permissive temperature. H1299-p53A138V at 32C, ATP luminescence viability, 24 h. Potency, µM (highest dose often 46.1 µM), inactives show at the top dose activity change, negative = cytotoxicity, hits mostly cytotoxic. actives 0.93% (n = 130,000);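 also: 0% = DMSO and -100% = full killing by reference compound; nearly all actives have a fitted effect of over 55% in size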
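Cells: H1299 p53ts (A138V), 600/well, pre-incubated 16–30 h at 37C. Cpd up to 46 uM, 24 h, 32C. Readout: ATPlite luminescence, 20 min RT. Normalization: DMSO vs tamoxifen 100 uM. AC50 by Hill equation.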
IkB sig inh: suppresses IkB signaling in ABC-DLBCL reporter cells; actives 0.04% (n = 110,000); Potency, µM (top dose mostly 57.1 µM), for the others: top-dose IkBa stabilization activation; AID 445; ABC-DLBCL IkBa-CBG/CBR dual luciferase ratio, 4 h; response scale: scaled: untreated 0%, proteasome inhibitor 100%; active = well fitted curve in the direction sought with a large enough effect in the signal ratio, not every such curve was filed as active; inconclusive = small, poorly fitted or top-dose-only effect, or a change in a side signal; the % refers to the signal ratio;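 also: the direction sought is a rising ratio; 0% = basal untreated cells and 100% = reference inhibitor full response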
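Luminescence ratio of IκBα-fused green versus native red beetle luciferase in OCI-Ly3 cells, 4 h post-doxycycline with compound; red signal alone, scaled from basal (0%) to zero light (-100%), flagged nonspecific or cytotoxic effects.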
p53ts 39C kill: kills p53ts cells at the nonpermissive temperature. H1299-p53A138V viability at 39C, ATP luminescence, 24 h. Potency, µM (series often up to 46.1 µM), without a hit: at the top dose activity change, negative = cell killing, usual class: cytotoxic. actives 1.5% (n = 130,000); also: nearly all actives have a fitted effect of over 55% in size
Peg3 imprint: genomic imprint erasure induction; mouse ES Peg3-LacZ reporter, beta-gal luminescence, 40 h; AID 1948; Potency, µM (titrated, usually from 60.7 µM), without a hit: at the highest dose activity change, positive = activation, most hits filed as activators; actives 0.02% (n = 110,000);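 also: 0% = negative control wells on the plate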
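Readout: BetaGlo luminescence (5 min, room temp) for LacZ from the normally silent maternal Peg3 allele in female Peg3LacZ-Neo ES cells. Cells 300/well, 40 h, 37C, 5% CO2. Data normalized per plate to negative controls.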
* = called active by the depositor; ? = inconclusive; / = not tested or not shown; [ ] = remark or other dose. Unless noted, calls follow the shape of the dose curve; as a rule, active = well fitted curve in the direction sought with a large enough effect; inconclusive = small, poorly fitted or top-dose-only effect, or another doubt; inactive = no such curve, though single readings can be large; an effect the other way counts as inactive or inconclusive. Unless noted, % is scaled to controls: 0 for no effect and ±100 for the full control effect; potency is read from the fitted curve at half-maximal effect.

Assay codes – A = p53ts 32C kill; B = IkB sig inh; C = p53ts 39C kill; D = Peg3 imprint
> CCOC(=O)c1cnc(-n2nc(C)cc2C)nc1Nc1cccc(C(=O)O)c1
  A: -7%	B: -2.9%	C: -4%	D: -32%[inhibitor]

> Cc1ccc(NC(=O)CSCc2cnn(-c3ccccc3)c2-n2cccc2)c(Cl)c1
  A: -5%	B: ?	C: -21%	D: -3%[10.9 µM]

> CCOc1ccc(NC(=O)N(C2CCCCCC2)C2CCN(C(C)=O)CC2)cc1
  A: 1%	B: 0.8%	C: -1%	D: -8%

> O=C(NC(C(=O)c1ccccc1)N1CCOCC1)c1ccccc1 (configuration not stated)
  A: 0%	B: /	C: -4%	D: /

> Cc1ccc2c(=O)cc(C(=O)Nc3c(C(=O)c4ccc(F)cc4)oc4ccccc34)oc2c1C
  A: 3%	B: 0.3%	C: 17%	D: 3%[10.9 µM]

> COc1ccccc1C(=O)N(Cc1nc(-c2cccc(C)c2)no1)C(C)C
  A: -6%	B: ?	C: -20%	D: -5%[10.9 µM]

> Cc1ccc(NC(=O)C2CCN(S(=O)(=O)c3ccc4c(c3)CCCC(=O)N4)CC2)c(Br)c1
  A: -5%	B: ?	C: 3%	D: -17%[10.9 µM]

> CC(Sc1ccccc1)C(=O)Nc1cccc(N(C)S(C)(=O)=O)c1 (configuration not stated)
  A: 2%	B: 1.2%	C: 7%	D: 9%

> Cc1nc(Sc2nnnn2C)c2c3c(sc2n1)CCC3
  A: 18%	B: 1.6%	C: -7%	D: -22%

> Cc1cc(=O)oc2cc(OC(C)C(=O)Nc3nccs3)ccc12 (configuration not stated)
  A: 15%	B: 1.2%	C: 7%	D: -9%

> Cc1oc(-c2ccccc2Cl)cc1-c1nn2c(-c3ccco3)nnc2s1
  A: -16%	B: -1.0%	C: 14%	D: 5%

> CCOc1ccc(N2C(=O)CC(n3ccc(C)n3)C2=O)cc1 (configuration not stated)
  A: -1%	B: /	C: 15%	D: /

> Cc1cccc(OCc2nnc(N)s2)c1
  A: -9%	B: -0.7%	C: -7%	D: -28%

> Cc1c(NC(=O)C(C)(C)Oc2ccc(Cl)cc2)cccc1-c1nc2ccccc2o1
  A: -7%	B: ?	C: 3%	D: -8%[10.9 µM]

> Cc1cc(C)nc(N2CCC(C(=O)N3CCN(c4cc(Cl)ccc4C)CC3)CC2)n1
  A: -10%	B: ?	C: -25%	D: -20%

Another view of four compounds above.
Compound: CCOC(=O)c1cnc(-n2nc(C)cc2C)nc1Nc1cccc(C(=O)O)c1
- p53ts 32C kill = -7%
- IkB sig inh = -2.9%
- p53ts 39C kill = -4%
- Peg3 imprint = -32%[inhibitor]

Compound: Cc1ccc(NC(=O)CSCc2cnn(-c3ccccc3)c2-n2cccc2)c(Cl)c1
- p53ts 32C kill = -5%
- IkB sig inh = ?
- p53ts 39C kill = -21%
- Peg3 imprint = -3%[10.9 µM]

Compound: CCOc1ccc(NC(=O)N(C2CCCCCC2)C2CCN(C(C)=O)CC2)cc1
- p53ts 32C kill = 1%
- IkB sig inh = 0.8%
- p53ts 39C kill = -1%
- Peg3 imprint = -8%

Compound: O=C(NC(C(=O)c1ccccc1)N1CCOCC1)c1ccccc1 (configuration not stated)
- p53ts 32C kill = 0%
- IkB sig inh = /
- p53ts 39C kill = -4%
- Peg3 imprint = /

Later entries
Assay codes – A = p53ts 32C kill; B = IkB sig inh; C = p53ts 39C kill; D = Peg3 imprint
> Cn1cc(-c2nc3cncnc3n(C3CC3)c2=O)c2ccccc21
  A: 11%	B: 0.0%[11.4 µM]	C: 4%	D: -7%

> COc1ccc(-c2nc(C#N)c(N3CCCCCC3)o2)cc1
  A: -8%	B: 1.1%	C: 3%	D: -17%

> COc1ccc(/C=C/c2nc(C#N)c(NCCc3ccccc3)o2)cc1OC
  A: 4%	B: -1.1%	C: -11%	D: 6%[10.9 µM]

> CCOc1ccc(N(C(C)C(=O)NC2CCCCCC2)S(C)(=O)=O)cc1 (configuration not stated)
  A: -3%	B: 4.0%	C: -6%	D: -12%

> CC1CCCN(C(=O)CSc2nnc3n(C4CCCC4)c(=O)c4ccccc4n23)C1 (configuration not stated)
  A: 6%	B: -4.0%	C: 10%	D: /

> COc1ccccc1CNc1ccnc(-c2ccc(N(C)C)cc2)n1
  A: -24%	B: 9.6%[11.4 µM]	C: ?	D: -35%[inhibitor]

> COC(=O)Cn1nc(-c2ccccc2)n(-c2ccccc2)c1=S
  A: 22%	B: -0.4%	C: 11%	D: -2%

> COc1ccc(Oc2ncc3nc(C)c(=O)n(Cc4ccc(F)cc4)c3n2)cc1
  A: 4%	B: 2.4%[11.4 µM]	C: 2%	D: /

> COc1cc2c(cc1OC)-c1c(oc3cc(O)cc(O)c3c1=O)CO2
  A: -5%	B: /	C: -17%	D: -16%

> COc1ccc2cc(CNc3ccccc3)c(=O)n(CC(=O)Nc3ccc(C(C)=O)cc3)c2c1
  A: -3%	B: 0.7%	C: 1%	D: -5%[10.9 µM]

> Cc1ccc(Cn2nnnc2CN2CCC(NC(=O)c3ccc(Br)cc3)CC2)cc1
  A: -3%	B: /	C: 3%	D: /

> CCc1cccc(-n2nnc(-c3nsc(NC(=O)c4cccc(OC)c4)n3)c2C)c1
  A: -5%	B: -0.7%	C: -19%	D: 8%[10.9 µM]

> COc1ccc(S(=O)(=O)NCCc2csc3nc(-c4ccc(OC)c(OC)c4)nn23)cc1C
  A: -7%	B: -2.7%	C: 1%	D: -11%[10.9 µM]

> Cn1c(=O)[nH]c(=O)c2[nH]c(NCCCN3CCOCC3)nc21
  A: 1%	B: 0.5%	C: -9%	D: 6%

> COc1ccc(CCn2c(-c3ccco3)nc3ccccc3c2=O)cc1OC
  A: ?	B: ?	C: -27%	D: 25%

Shown with two lines to a compound: entries from further up
Each structure is followed by: p53ts 32C kill | IkB sig inh | p53ts 39C kill | Peg3 imprint
CCOc1ccc(N(C(C)C(=O)NC2CCCCCC2)S(C)(=O)=O)cc1 (configuration not stated)
    -3% | 4.0% | -6% | -12%
Cc1ccc(Cn2nnnc2CN2CCC(NC(=O)c3ccc(Br)cc3)CC2)cc1
    -3% | / | 3% | /
COc1ccc(S(=O)(=O)NCCc2csc3nc(-c4ccc(OC)c(OC)c4)nn23)cc1C
    -7% | -2.7% | 1% | -11%[10.9 µM]
COc1ccc(Oc2ncc3nc(C)c(=O)n(Cc4ccc(F)cc4)c3n2)cc1
    4% | 2.4%[11.4 µM] | 2% | /
COc1cc2c(cc1OC)-c1c(oc3cc(O)cc(O)c3c1=O)CO2
    -5% | / | -17% | -16%
COC(=O)Cn1nc(-c2ccccc2)n(-c2ccccc2)c1=S
    22% | -0.4% | 11% | -2%

Carrying on.
Assay codes – A = p53ts 32C kill; B = IkB sig inh; C = p53ts 39C kill; D = Peg3 imprint
> Cc1noc(-c2ccc(N3CCCCC3)c([N+](=O)[O-])c2)n1
  A: 5%	B: ?	C: 8%	D: -7%[10.9 µM]

> COc1ccc(CC(=O)Nc2nc3c(s2)CC(C(C)(C)C)CC3)cc1 (configuration not stated)
  A: 3%	B: -2.7%	C: -5%	D: -19%[10.9 µM]

> COc1ccc(CC(=O)N2CCN(C(=O)c3ccco3)CC2)cc1
  A: 2%	B: 2.1%	C: 15%	D: ?

> Cc1nnc(SCC(=O)Nc2ccc3c(c2)OCCO3)n1CC1CCCO1 (configuration not stated)
  A: 8%	B: 1.4%	C: 5%	D: 6%

> CC1CN(S(=O)(=O)c2cccs2)CC(C)O1 (configuration not stated)
  A: 3%	B: -3.4%	C: 9%	D: -7%

> Cn1c(=O)c2sccc2n2c(CCC(=O)NCc3ccc(F)cc3)nnc12
  A: -8%	B: -0.6%	C: 10%	D: -4%[10.9 µM]

> COCCN=C1OC(=O)N2C(=O)C3=C4C(C[C@H]5C(=O)N(c6ccccc6)C(=O)[C@H]5[C@H]4[C@@]12Cc1ccccc1)[C@H]1C(=O)N(c2ccccc2)C(=O)[C@H]1[C@H]3C (some centres not stated)
  A: -1%	B: /	C: 5%	D: -12%

> O=C1CC(=O)CC(c2ccco2)C1
  A: -6%	B: -0.4%	C: -1%	D: -9%

> COC(=O)[C@@]1(Cc2ccc(OC)cc2)[C@H]2c3cc(C(=O)N(C)C)[nH]c3C[C@H]2CN1C(=O)c1ccccc1
  A: -2%	B: /	C: -3%	D: -10%

> CCc1nc2ccccc2c(C(=O)OCC(=O)Nc2ccc(S(=O)(=O)N3CCOCC3)cc2)c1C
  A: 5%	B: ?	C: -19%	D: -19%

> CCC(C)(C)NC(=O)C(C)OC(=O)c1nsc(Cl)c1Cl (configuration not stated)
  A: 12%	B: /	C: 18%	D: /

> COc1ccc(C(=O)Nc2nnc(S(=O)(=O)N3CCN(c4ccc(C)cc4)CC3)s2)cc1
  A: -2%	B: 2.0%	C: -1%	D: 8%[10.9 µM]

> CCOc1ccccc1Cn1c(=O)oc2ccc(C)cc21
  A: 9%	B: 10%	C: -1%	D: -15%

> COc1ccc(-c2nnc(SCC(=O)NC(C)c3ccccc3)o2)cc1 (configuration not stated)
  A: -13%	B: 0.1%	C: -2%	D: -13%

> CCOC(=O)c1c(C)[nH]c(C)c1S(=O)(=O)N1CCC(C(=O)N2CCN(c3cccc(C)c3)C(C)C2)CC1 (configuration not stated)
  A: 6%	B: -0.8%	C: -28%	D: -12%[10.9 µM]

Further results
Assay codes – A = p53ts 32C kill; B = IkB sig inh; C = p53ts 39C kill; D = Peg3 imprint
> CN1CCCC2(CCN(C(=O)c3cccc(F)c3)CC2)C1
  A: -4%	B: 0.9%[11.4 µM]	C: 11%	D: /

> O=C(CSc1c2c(nc3cc(Cl)ccc13)CCCC2)N1CCN(c2ccccc2F)CC1
  A: ?	B: ?	C: ?	D: -17%[10.9 µM]

> Cc1ccc(N2CCN(C(=O)c3c(C)oc4ncn(CC(C)C)c(=O)c34)CC2)c(C)c1
  A: 10%	B: ?	C: 4%	D: 15%[10.9 µM]

> CN(CC(=O)N1CCN(c2ccc(F)cc2)CC1)S(=O)(=O)c1ccc(F)cc1
  A: 8%	B: 1.5%	C: 5%	D: -13%

> COc1ccc2nc(SCC(=O)Nc3ccc(S(=O)(=O)N4CCCC4)cc3)c(C#N)cc2c1
  A: -9%	B: 3.2%	C: -3%	D: -8%

> CCc1c(C)nc2nncn2c1Nc1ccc(Cl)cc1
  A: 4%	B: ?	C: -15%	D: -11%[10.9 µM]

> C/C(Cn1cnc([N+](=O)[O-])n1)=N\NC(=O)c1ccc(F)cc1
  A: -6%	B: /	C: -14%	D: /

> O=C(c1csnn1)N1CCC2(CC1)CCN(C(c1ccccc1)c1ccccc1)CC2
  A: -3%	B: 2.1%[11.4 µM]	C: -20%	D: /

> COc1ccc(Cl)cc1NC(=O)CN1C(=O)CCS(=O)(=O)c2ccccc21
  A: 6%	B: 2.9%	C: -9%	D: -11%

> CCOc1cc2c(cc1OCC)C(CC(=O)OC)N(C(=O)Nc1cc(C)cc(C)c1)CC2 (configuration not stated)
  A: 4%	B: 0.7%	C: -19%	D: -10%[10.9 µM]

> CCC(=O)Nc1cccc(NC(=O)CSc2nnc(C3CC3)n2C)c1
  A: -4%	B: 0.8%	C: 7%	D: -11%

> Clc1ccc(Cn2ncc3c(NCc4cccnc4)ncnc32)cc1
  A: -6%	B: 3.2%	C: 4%	D: -22%

> NC(=O)C1CCN(C(=O)c2ccc(C(F)(F)F)cc2)CC1
  A: -6%	B: -1.0%	C: -1%	D: -7%

> CCOC(=O)c1c(NC(=O)CS(=O)(=O)c2ccc(C)cc2)sc2c1CCCCC2
  A: 2%	B: -2.3%	C: -2%	D: -5%[10.9 µM]

> O=C(CCN1CCN(C/C=C/c2ccccc2)CC1)Nc1ccccc1
  A: -9%	B: 2.6%	C: -5%	D: -14%

Next section
Assay codes – A = p53ts 32C kill; B = IkB sig inh; C = p53ts 39C kill; D = Peg3 imprint
> COC(=O)c1ccc(NC(=O)CN2CCN(S(=O)(=O)c3ccc(Br)cc3)CC2)cc1
  A: 5%	B: ?	C: 3%	D: -2%[10.9 µM]

> Cc1ccc(NCc2nnc(SCC(N)=O)n2CC2CCCO2)c(C)c1 (configuration not stated)
  A: -5%	B: /	C: 0%	D: /

> COC(=O)c1ccccc1NC(=O)N1CCC(N2CCN(Cc3ccc(F)cc3)C(=O)C2=O)CC1
  A: 2%	B: -1.6%	C: -15%	D: -7%[10.9 µM]

> c1ccc(C(CN2CCOCC2)c2ccccc2)cc1
  A: 0%	B: 1.2%	C: 3%	D: -5%

Screening results (PubChem BioAssay)
